High-throughput results from PubChem BioAssay.
m5-HT2A agonist – mouse Htr2a agonists via beta-arrestin recruitment, primary screen, cell-based, luminescence. CHO-K1 mHTR2A beta-arrestin complementation; percent of 30 µM serotonin response. 5-hydroxytryptamine receptor 2A (Mus musculus), P35363. 360,000 compounds, 0.66% hits. activation, % at 7.6 µM;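 active = activation above a run cutoff, the mean activation of all tested compounds plus 3 SD, cut at about 14% in these data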;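 also: 0% = plate median of compound wells and 100% = 30 µM serotonin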
Vif imaging – HIV Vif self-association inhibitors, primary screen, imaging, HEK293T, single point | inhibition, % at 7.49 µM | AID 602346, 2012 | 340,000 compounds, 0.35% hits | HEK293T cells, Vif self-association by quenched fluorescence, 24 h; in the data active = inhibition above about 50%, passing the limit was not always enough; also: some results filed as inactive read as strong as hits
aDG glyco up – activators of alpha-DG glycosylation, primary screen, uHTS, Pro5-aDG cells, AlphaScreen; 360,000 compounds, 0.22% hits; activation, % at 10 µM; alpha-DG glycosylation AlphaScreen (IIH6); 0% Pro5, 100% B10-LARGE cell signal;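 active = activation of at least 8% versus controls, or a plate z-score of at least 8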;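 also: Pro5 are CHO cells carrying HIG-tagged alpha-DG that lacks glycosylation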
ABCB6 inh MLPCN – ABCB6 transporter inhibitors, primary screen, K562-ABCB6 cells, flow cytometry, MLPCN library. ATP-binding cassette sub-family B member 6 (Homo sapiens), Q9NP58. K562-ABCB6 porphyrin accumulation, 1 h; hits give low values. fluorescence ratio to DMSO, % at 10 µM. 360,000 compounds, 0.19% hits. AID 602162, 2011;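 active = fluorescence ratio to DMSO below 75%, the collection mean minus 3 SD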;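 also: signal is porphyrin accumulated inside mitochondria; 100% equals median channel fluorescence of DMSO control wells; lower ratio means ABCB6 inhibition with less porphyrin fluorescence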
Target sequence (Q9NP58 whole entry, looked up): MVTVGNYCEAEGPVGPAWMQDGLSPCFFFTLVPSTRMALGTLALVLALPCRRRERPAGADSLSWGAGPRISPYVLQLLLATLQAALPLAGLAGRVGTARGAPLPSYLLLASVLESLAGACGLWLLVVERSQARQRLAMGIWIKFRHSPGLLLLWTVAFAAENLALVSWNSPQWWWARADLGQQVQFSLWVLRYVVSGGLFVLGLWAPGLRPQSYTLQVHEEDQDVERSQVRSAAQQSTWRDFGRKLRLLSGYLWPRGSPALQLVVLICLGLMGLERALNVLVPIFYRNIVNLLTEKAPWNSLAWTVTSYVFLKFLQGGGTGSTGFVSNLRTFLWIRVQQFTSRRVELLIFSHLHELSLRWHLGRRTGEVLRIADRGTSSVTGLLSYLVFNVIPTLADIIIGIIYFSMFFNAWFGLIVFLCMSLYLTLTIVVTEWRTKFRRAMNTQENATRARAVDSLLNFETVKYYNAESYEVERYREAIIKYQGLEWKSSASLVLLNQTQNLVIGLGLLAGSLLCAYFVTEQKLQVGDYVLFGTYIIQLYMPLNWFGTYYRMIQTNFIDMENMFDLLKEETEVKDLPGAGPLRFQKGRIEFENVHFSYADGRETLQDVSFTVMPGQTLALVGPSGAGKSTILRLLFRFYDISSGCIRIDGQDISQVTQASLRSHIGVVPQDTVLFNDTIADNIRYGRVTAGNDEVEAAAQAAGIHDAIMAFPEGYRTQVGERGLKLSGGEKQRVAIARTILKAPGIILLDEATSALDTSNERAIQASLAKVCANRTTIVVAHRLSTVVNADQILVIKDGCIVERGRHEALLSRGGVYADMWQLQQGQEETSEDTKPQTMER
Cardio protect – cardioprotection against H2O2-induced cell death, primary screen, uHTS, H9c2 cells, ATPLite luminescence; 360,000 compounds, 0.63% hits; protection from H2O2 cell death, % at 20 µM; H9c2 cardiomyocytes, H2O2 injury protection, 2 h;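 active = compounds giving at least 50% protection of heart cells from peroxide-induced death in the single-dose screen, raw or plate-pattern-corrected value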;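 also: 0% = DMSO wells with peroxide and 100% = DMSO wells without peroxide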
Glyco luc inh – increase of ERlucT glycosylation luciferase signal, primary screen, N-linked glycosylation inhibitor project, D54 ERlucT cells, luminescence, set 2; 360,000 compounds, 0.23% hits; reporter increase, % at 12.5 µM; D54 ERlucT glycosylation luciferase reporter, 24 h; percent of 100 nM tunicamycin response;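 active = mean luciferase reporter signal, scaled so untreated is 0 and the glycosylation-blocking control 100, at or above a set limit in every replicate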;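 also: luciferase carries N-glycosylation sites so blocking glycosylation raises the light; 0% = median of neutral control wells and 100% = median of 100 nM tunicamycin wells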
CaV13 FRET inh – Primary screen for inhibitors of IQ motif and Ca2+-dependent inactivation inhibitor domain binding in CACNA1D, Förster resonance energy transfer in living cells, …; HEK cells, CFP/YFP FRET ICDI-IQ, plate reader, 10 min; percent FRET-ratio fall versus neutral wells; inhibition, % at 12.3 µM; 340,000 compounds, 0.098% hits; AID 743397;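 active = mean replicate inhibition of at least 30% and at least 1% of replicates passing that level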;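 also: 0% = median of the neutral control wells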
MC4R ag barr – MC4R agonists recruiting beta-arrestin, primary screen, cell-based, luminescence, agonist arm of biased-ligand search | Melanocortin receptor 4 (Homo sapiens), P32245 | U2OS MC4R beta-arrestin complementation; percent of melanotan II response, DMSO zero | activation, % at 8.9 µM | 360,000 compounds, 0.98% hits | AID 540308, 2011;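 active = activation above a per-plate cutoff, the mean activation of sample wells on that plate plus 3 SD, cut at about 8% in these data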
PDI inh – inhibitors of human PDI, primary screen, biochemical, turbidity, single point, plate reader | Protein disulfide-isomerase (Homo sapiens), P07237 | PDI insulin aggregation turbidity, A650, 90 min | inhibition, % at 10 µM | 350,000 compounds, 0.052% hits;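 active = mean inhibition across replicates of 30% or more, whatever share of single replicates reach that level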;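 also: absorbance from insulin aggregation driven by PDI reduction with DTT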
MC4R antag cAMP – MC4R antagonists of cAMP signaling, primary screen, cell-based, TR-FRET, antagonist arm of biased-ligand search; Melanocortin receptor 4 (Homo sapiens), P32245; MC4R-expressing cells, MTII-stimulated cAMP, LANCE TR-FRET; inhibition, % at 6.5 µM; 360,000 compounds, 0.48% hits; AID 540295, 2011;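 active = inhibition above its plate's cutoff, the mean of tested wells on that plate plus 3 SD, cut at about 29% in these data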;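 also: 0% = Melanotan II alone and 100% = Melanotan II plus saturating MCL0020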
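Material: U2OS-MC4R stable cell line | Reagent: Melanotan II challenge after compound preincubation | Doses: One concentration, 6.5 µM nominal | Incubation: 30-min compound preincubation, 1-h Melanotan II challenge, 1-h detection, room temperature | Signal: TR-FRET cAMP assay | Replicates: One well per compound, no replicates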
An asterisk follows results filed as active.

For CC(C)c1ccc(S(=O)(=O)NC2CCS(=O)(=O)C2)cc1 (stereo not drawn) the results were m5-HT2A agonist 8, Vif imaging 0, aDG glyco up -0.1, ABCB6 inh MLPCN 94, Cardio protect -2, Glyco luc inh -1, CaV13 FRET inh -6, MC4R ag barr -0.6, PDI inh -3 and MC4R antag cAMP 9.
Cc1ccc2nc(NC(=O)C3CCN(S(=O)(=O)c4cnc[nH]4)CC3)sc2c1 was read as m5-HT2A agonist 0, Vif imaging -1, aDG glyco up -0.2, ABCB6 inh MLPCN 84, Cardio protect -10, Glyco luc inh -3, CaV13 FRET inh -5, MC4R ag barr -2.3, PDI inh -22 and MC4R antag cAMP 12.
COCCNC(=O)c1cc2nc(-c3ccccc3)cc(C)n2n1 was read as m5-HT2A agonist 0, Vif imaging -21, aDG glyco up 0.3, ABCB6 inh MLPCN 68*, Cardio protect 10, Glyco luc inh 1, CaV13 FRET inh 10, MC4R ag barr -2.4, PDI inh -6 and MC4R antag cAMP -3.
CC1CCN(CCC(=O)Nc2ccccc2)CC1 was read as m5-HT2A agonist 3, Vif imaging -5, aDG glyco up -0.2, ABCB6 inh MLPCN 105, Cardio protect -2, Glyco luc inh 1, CaV13 FRET inh -4, MC4R ag barr 1.8, PDI inh -4 and MC4R antag cAMP 13.
`CC(Oc1ccc2c3c(c(=O)oc2c1)CCC3)C(=O)NCc1cccnc1` (stereo not drawn) gave m5-HT2A agonist 11, Vif imaging 6, aDG glyco up 0.1, ABCB6 inh MLPCN 101, Cardio protect 0, Glyco luc inh 0, CaV13 FRET inh -2, MC4R ag barr -1.2, PDI inh 2 and MC4R antag cAMP 12.
Cc1ccc(S(=O)(=O)N2CCCC2C(=O)Nc2nccs2)cc1 (stereo not drawn) was read as m5-HT2A agonist 0, Vif imaging 13, aDG glyco up -0.1, ABCB6 inh MLPCN 91, Cardio protect 2, Glyco luc inh 1, CaV13 FRET inh -2, MC4R ag barr -0.7, PDI inh 3 and MC4R antag cAMP -2.
O=C1NC2(CCCCCC2)C(=O)N1Cc1ccccc1Cl was read as m5-HT2A agonist 1, Vif imaging 6, aDG glyco up 0.2, ABCB6 inh MLPCN 100, Cardio protect -6, Glyco luc inh 0, CaV13 FRET inh -19, MC4R ag barr 0.3, PDI inh -2 and MC4R antag cAMP 23.
For CCn1ccc(C(=O)Nc2ccccc2Cl)n1 the results were m5-HT2A agonist 4, Vif imaging 23, aDG glyco up 0.2, ABCB6 inh MLPCN 95, Cardio protect -11, Glyco luc inh -5, CaV13 FRET inh 4, MC4R ag barr 0.1, PDI inh -7 and MC4R antag cAMP 7.
Screening Cc1cc(C)cc(NC(=O)C(Sc2ncnc3ccccc23)c2ccccc2)c1 (stereo not drawn) returned m5-HT2A agonist -3, Vif imaging -1, aDG glyco up 0.1, ABCB6 inh MLPCN 99, Cardio protect -1, Glyco luc inh 4, CaV13 FRET inh -5, MC4R ag barr 2.3, PDI inh -4 and MC4R antag cAMP 0.
`CCCCC(O)(CCCC)C(=O)NN(C(=O)OC)c1ccc(C)cc1` gave m5-HT2A agonist -2, Vif imaging 14, aDG glyco up 0.2, ABCB6 inh MLPCN 99, Cardio protect -2, Glyco luc inh 1, CaV13 FRET inh -4, MC4R ag barr -2.4, PDI inh -4 and MC4R antag cAMP 0.
For Cc1cc([N+](=O)[O-])ccc1NC(=O)C(C)NC1CCCCC1 (stereo not drawn) the results were m5-HT2A agonist 3, Vif imaging 15, aDG glyco up 0.0, ABCB6 inh MLPCN 99, Cardio protect -3, Glyco luc inh 0, CaV13 FRET inh 2, MC4R ag barr -1.3, PDI inh 0 and MC4R antag cAMP 4.
`CN(C)/C=C/C(=O)c1ccc2noc(-c3cccc(F)c3)c2c1` gave m5-HT2A agonist -8, Vif imaging 16, aDG glyco up 0.0, ABCB6 inh MLPCN 101, Cardio protect 12, Glyco luc inh -4, CaV13 FRET inh -18, MC4R ag barr 1.3, PDI inh 2 and MC4R antag cAMP 9.
`CC(=O)Nc1ccc(NC(=O)C(C)OC(=O)c2cccs2)cc1` (stereo not drawn) gave m5-HT2A agonist 3, Vif imaging -1, aDG glyco up 0.2, ABCB6 inh MLPCN 103, Cardio protect 1, Glyco luc inh -2, CaV13 FRET inh -2, MC4R ag barr 1.0, PDI inh 2 and MC4R antag cAMP 13.
C[C@H](CO)N1C[C@H](C)[C@H](CN(C)C(=O)Nc2ccccc2F)OCc2cnnn2CCCC1=O was read as m5-HT2A agonist 6, Vif imaging 5, aDG glyco up 0.2, ABCB6 inh MLPCN 93, Cardio protect 8, Glyco luc inh 2, MC4R ag barr -2.8, PDI inh -5 and MC4R antag cAMP 10.
O=C(NCCCN1CCCC1=O)c1ccc(Cl)c(Cl)c1 was read as m5-HT2A agonist -1, Vif imaging -3, aDG glyco up -0.1, ABCB6 inh MLPCN 99, Cardio protect -3, Glyco luc inh 1, CaV13 FRET inh 3, MC4R ag barr -1.9, PDI inh 0 and MC4R antag cAMP 12.
For COC(=O)C(C)Oc1ccc2c(-c3cccc([N+](=O)[O-])c3)cc(=O)oc2c1 (stereo not drawn) the results were m5-HT2A agonist 1, Vif imaging 14, aDG glyco up -0.1, ABCB6 inh MLPCN 96, Cardio protect -6, Glyco luc inh 0, CaV13 FRET inh -7, MC4R ag barr -1.1, PDI inh 8 and MC4R antag cAMP -21.
CCN=C1SC(C(=O)Nc2cccc(Br)c2)CC(=O)N1CC (stereo not drawn) was read as m5-HT2A agonist 0, Vif imaging 33, aDG glyco up 0.2, ABCB6 inh MLPCN 104, Cardio protect 12, Glyco luc inh 1, CaV13 FRET inh -2, MC4R ag barr 6.5, PDI inh -1 and MC4R antag cAMP 15.
`CCc1nc(SCC(=O)Nc2ccc(N(C)C)cc2)n[nH]1` gave m5-HT2A agonist 0, aDG glyco up 0.4, ABCB6 inh MLPCN 96, Cardio protect -5, Glyco luc inh 9, CaV13 FRET inh -13, MC4R ag barr -3.0, PDI inh -14 and MC4R antag cAMP -7.
COC(=O)CCC(=O)NC1CC(C)(C)Cc2c1cnn2-c1ccccc1 (stereo not drawn) was read as m5-HT2A agonist 1, Vif imaging -5, aDG glyco up -0.2, ABCB6 inh MLPCN 83, Cardio protect 4, Glyco luc inh 0, CaV13 FRET inh -2, MC4R ag barr -0.4, PDI inh -4 and MC4R antag cAMP 3.
Screening CCCCN1CC(N(C)CCN(C)C)CS1(=O)=O (stereo not drawn) returned m5-HT2A agonist 6, aDG glyco up 0.1, ABCB6 inh MLPCN 97, Cardio protect -3 and Glyco luc inh 3.

The final 3 entries of the part before come first, to join the parts:
`CCc1nc(SCC(=O)Nc2ccc(N(C)C)cc2)n[nH]1` gave m5-HT2A agonist 0, aDG glyco up 0.4, ABCB6 inh MLPCN 96, Cardio protect -5, Glyco luc inh 9, CaV13 FRET inh -13, MC4R ag barr -3.0, PDI inh -14 and MC4R antag cAMP -7.
COC(=O)CCC(=O)NC1CC(C)(C)Cc2c1cnn2-c1ccccc1 (stereo not drawn) was read as m5-HT2A agonist 1, Vif imaging -5, aDG glyco up -0.2, ABCB6 inh MLPCN 83, Cardio protect 4, Glyco luc inh 0, CaV13 FRET inh -2, MC4R ag barr -0.4, PDI inh -4 and MC4R antag cAMP 3.
Screening CCCCN1CC(N(C)CCN(C)C)CS1(=O)=O (stereo not drawn) returned m5-HT2A agonist 6, aDG glyco up 0.1, ABCB6 inh MLPCN 97, Cardio protect -3 and Glyco luc inh 3.
Screening COc1ccc2cc(-c3cc(C(=O)O)c4ccccc4n3)ccc2c1 returned m5-HT2A agonist 5, Vif imaging 18, aDG glyco up -0.1, ABCB6 inh MLPCN 107, Cardio protect -23, Glyco luc inh -7, CaV13 FRET inh -4, MC4R ag barr 1.1, PDI inh -5 and MC4R antag cAMP 10.
`O=C(CSc1nnc(CNc2ccc(Cl)cc2)o1)Nc1nc2c(s1)CCCC2` gave m5-HT2A agonist 2, Vif imaging -1, aDG glyco up 0.0, ABCB6 inh MLPCN 94, Cardio protect -10, Glyco luc inh 2, CaV13 FRET inh -6, MC4R ag barr 3.0, PDI inh -3 and MC4R antag cAMP 20.
COCCNc1c([N+](=O)[O-])c(=O)n(-c2ccccc2)c2ccccc12 was read as m5-HT2A agonist -6, Vif imaging 2, aDG glyco up 0.6, ABCB6 inh MLPCN 104, Cardio protect -2, Glyco luc inh 0, CaV13 FRET inh -4, MC4R ag barr -0.4, PDI inh -11 and MC4R antag cAMP -2.
CCOC(=O)c1cnn(-c2ccc(NS(=O)(=O)c3ccc(Cl)cc3)cc2)c1C(F)(F)F was read as m5-HT2A agonist 12, Vif imaging -4, aDG glyco up -0.1, ABCB6 inh MLPCN 107, Cardio protect -6, Glyco luc inh 1, CaV13 FRET inh -15, MC4R ag barr 5.4, PDI inh 2 and MC4R antag cAMP 20.
Screening COC(=O)c1sc(NC(C)=O)c(C(=O)OC)c1C returned m5-HT2A agonist 1, Vif imaging -1, aDG glyco up -0.1, ABCB6 inh MLPCN 86, Cardio protect -5, Glyco luc inh 4, CaV13 FRET inh -4, MC4R ag barr 1.2, PDI inh 3 and MC4R antag cAMP 4.
Screening COc1ccc(-c2ccc(C(=O)NCc3ccc(F)c(F)c3)c3occc23)c(C)c1 returned m5-HT2A agonist -6, Vif imaging -17, aDG glyco up 1.4, ABCB6 inh MLPCN 105, Cardio protect -22, Glyco luc inh -8, CaV13 FRET inh -3, MC4R ag barr 1.7, PDI inh -2 and MC4R antag cAMP 7.
For C/C(=C/c1ccccc1)C(=O)N1CC(C)OC(C)C1 (stereo not drawn) the results were m5-HT2A agonist -2, Vif imaging 2, aDG glyco up 0.1, ABCB6 inh MLPCN 95, Cardio protect -3, Glyco luc inh 4, CaV13 FRET inh -3, MC4R ag barr -3.7, PDI inh -2 and MC4R antag cAMP 7.
`COc1cc(C)c(CN2CCN(c3ncccn3)CC2)cc1C` gave m5-HT2A agonist 13, Vif imaging -1, aDG glyco up 0.1, ABCB6 inh MLPCN 16*, Cardio protect 2, Glyco luc inh 1, CaV13 FRET inh -5, MC4R ag barr -0.2, PDI inh 0 and MC4R antag cAMP 7.
